H9c2 TAG inh: inhibitors of triacylglycerol accumulation, primary screen, cell-based, uHTS, fluorescence, H9c2; H9c2 cells, Nile Red lipid (TAG) fluorescence; cells loaded with 200 µM oleic acid; inhibition, % at 12.5 µM; 0.66% of 230,000 active; AID 651582, 2012;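 active = pattern-corrected inhibition of lipid staining of at least 50% with the nuclear-stain viability signal not falling by more than 50%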;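 note: 0% = DMSO wells and 100% = triacsin C control wells; some results filed as inactive read as strong as hits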
H9c2 TAG inh DAPI viability: also measured in H9c2 TAG inh; calls as there; DAPI nuclei signal change (viability), lower = more cytotoxic, %;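 whole-well DAPI fluorescence read on a plate reader as a viability signal; minus 50 percent equals half of cells still viable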
The depositor's hits bear a star. Not all compounds are listed; the hit share may differ from the screen's.

no.	Structure	H9c2 TAG inh	H9c2 TAG inh DAPI viability
1	COc1cccc(CN2CCN(Cc3cccc4nonc34)CC2CCO)c1 (stereo not given)	11	5
2	O=C(NCc1cn2ccsc2n1)c1cccs1	6	0
3	CC(=O)NNC(=S)Nc1cccc(F)c1	-5	8
4	CCCCOc1ccc(C(=O)N2CCC(C)CC2)cc1	-10	-7
5	O=C(CCNS(=O)(=O)c1ccccc1)N1CCCC1	5	-1
6	CCCCc1ccc(NC(=O)C(C)CC)cc1 (stereo not given)	18	-12
7	CCOc1ccc(S(=O)(=O)Nc2ccc(O)c(Sc3ncn[nH]3)c2)cc1	14	-14
8	Cc1noc(C)c1COc1ccccc1C(=O)NC1CCC(C)CC1 (stereo not given)	0	-9
9	CC1(Cc2ccc(F)c(Cl)c2)C(=O)Nc2c(Cl)cccc21 (stereo not given)	-16	0
10	CCN1CCN(CC(O)COc2cccc(OC)c2)CC1 (stereo not given)	26	-13
11	O=C(CSc1ccc2nnc(-c3cccs3)n2n1)N1CCCC1	-1	-1
12	Cc1oc(-c2cccs2)nc1CN1CCC(C(=O)N2CCCC2)CC1	6	-2
13	COc1cc(/C=C2\SC(=O)N(c3ccccc3Cl)C2=O)cc([N+](=O)[O-])c1O	6	13
14	Cc1cc(C(=O)COC(=O)c2cccnc2Cl)c(C)n1C	5	-6
15	COc1cc(OCc2ccccc2)c(C(=O)/C=C/c2ccc3c(c2)OCO3)c(OC)c1OC	-37	-14
16	O=C(O)c1cc(Cl)c(Cl)cc1C(=O)N(Cc1ccccc1)Cc1ccccc1	0	-9
17	CC(OC(=O)c1ccc(F)c(S(=O)(=O)N2CCOCC2)c1)C(=O)NCC1CCCCC1 (stereo not given)	-11	-1
18	COc1ccc(CCNC(=O)CNS(=O)(=O)c2ccc(Br)cc2)cc1	-1	-4
19	CCCCNC(=O)CCn1c(=O)c2ccccc2n(CC(=O)Nc2ccccc2OCC)c1=O	-17	-1
20	CC1CN(C(=O)CCC(=O)NCc2cccnc2)c2ccccc2O1 (stereo not given)	-3	-6
21	CC(=O)Nc1ccc2c(c1)OCO2	9	-10
22	CCC(=O)N(Cc1cc(=O)[nH]c2ccccc12)c1ccc(C)cc1	-7	2
23	CCOC(=O)c1c(C)n(C)c2ccc(OC(C)=O)cc12	-7	0
24	NC(Cc1ccc(C(F)(F)F)cc1)c1csc(Nc2ncccn2)n1 (stereo not given)	8	7
25	COc1ccc(-c2nnn(CC(=O)N3CCN(c4ccc(F)cc4)CC3)n2)cc1	-2	-13
26	Cc1sc2nc(CN3CCCCC3)nc(N3CCN(C(=O)c4ccco4)CC3)c2c1C	7	30
27	COc1ccc(Nc2nc(NCC3CCCO3)c3ccccc3n2)c(OC)c1 (stereo not given)	10	2
28	NC(=O)c1ccc(NC(=O)COC(=O)c2ccccc2SCC(=O)N2CCCC2)cc1	4	4
29	O=C(C1CC(c2ccc(F)cc2)=NO1)N1CCN(Cc2ccccc2)CC1 (stereo not given)	8	-7
30	Cc1nnc(-c2ccc(Cl)cc2)[nH]c1=O	-4	3

Numbers 1–2 from above:
no.	Structure	H9c2 TAG inh	H9c2 TAG inh DAPI viability
1	COc1cccc(CN2CCN(Cc3cccc4nonc34)CC2CCO)c1 (stereo not given)	11	5
2	O=C(NCc1cn2ccsc2n1)c1cccs1	6	0

Next part.
no.	Structure	H9c2 TAG inh	H9c2 TAG inh DAPI viability
31	CCCCCCOc1ccc(N2C(=O)CC(NCc3ccc(S(N)(=O)=O)cc3)C2=O)cc1 (stereo not given)	-1	8
32	COC(=O)CSc1nnc(-c2sc3cc(OC)ccc3c2Cl)n1C	-11	5
33	Cc1ccc(S(=O)(=O)N(Cc2cccc(F)c2)C(=O)N2CCN(C)CC2)cc1	-5	13
34	CN(C)c1ccc(NC(=O)c2sc(SCC(=O)Nc3ccc(Br)cc3)nc2N)cc1	9	8
35	NC(=O)CSc1nnc(CNc2ccc(F)cc2)n1CC1CCCO1 (stereo not given)	-19	8
36	CCCSc1nc(N)c(C#N)c(-c2ccc(C)cc2)c1C#N	1	-7
37	CCN1C(=O)[C@H]2[C@@H](c3ccc(-c4ccc(OC)cc4)cc3)N3CCC[C@@]3(C(=O)OC)[C@H]2C1=O	6	0
38	COc1cc([N+](=O)[O-])ccc1NC(=S)NNC(=O)CCC(=O)Nc1ccccc1Cl	-4	3
39	Cc1cccc[n+]1CCCCCCCCCC[n+]1ccccc1C	-7	1
40	O=C(N/N=C/c1ccc([N+](=O)[O-])o1)c1cc(-c2ccc(-c3ccccc3)cc2)nc2ccccc12	32	-3
41	CCc1ccc2oc(=O)cc(CN3CCCCC3C)c2c1 (stereo not given)	-9	0
42	COc1cccc(CNC(=O)c2cc(=O)[nH]c3ccc(S(=O)(=O)N4CCOCC4)cc23)c1	-10	5
43	CNC(=S)N1CCc2sccc2C1C (stereo not given)	2	1
44	Cc1cccc(-c2nnnn2-c2cccc(C)c2)c1	-1	-5
45	CN(CCc1ccccc1)C(=O)c1ccc(NC(=O)Cc2cccc(NC(=O)C3CCN(C(=O)C4CCC4)CC3)c2)cc1	29	2
46	O=[N+]([O-])c1ccc(NNS(=O)(=O)c2cc(Cl)ccc2Cl)nc1	8	3
47	N#CCSc1nnc(C2CCCCC2)n1Cc1ccccc1	-8	11
48	CC(=O)c1cccc(NS(=O)(=O)c2c(C)noc2C)c1	-3	0
49	Cc1cccc(-n2ncc3c(NCc4ccccc4)ncnc32)c1	19	-22
50	CC1=C(C(=O)Nc2ccccc2C(=O)N2CCN(c3ccccc3)CC2)SCCO1	4	-3
51	C[C@H](CO)N1C[C@H](C)[C@@H](CN(C)S(=O)(=O)c2cccc(C#N)c2)OCc2cn(nn2)CCCC1=O	-10	12
52	CC1CCCCN1C(=O)CNCC1CCCO1 (stereo not given)	13	-8
53	Cc1noc(NS(=O)(=O)c2ccc(NC(=O)C34CC5CC(C3)CC(n3cnc(Br)n3)(C5)C4)cc2)c1C	0	5
54	CC12CC(NC(=O)N1c1cccc(C(=O)NCc3ccc4c(c3)OCO4)c1)c1cc(Cl)ccc1O2 (stereo not given)	29	-5
55	Cc1ccc2nc(C)c(C(=O)NN=C3CCN(C)CC3)n2c1	-2	-3
56	CCC1=[N+](CC(=O)c2ccc(C)cc2)CCn2cccc21	1	-2
57	O=C(CNC(=O)c1ccc(F)cc1)NCc1ccc(S(=O)(=O)N2CCOCC2)cc1	-11	5
58	COCc1cc(C)nc(SCC(=O)Nc2cccc3cccnc23)c1C#N	-15	41
59	CCOC(=O)CN1C(=O)C(O)=C(C(C)=O)C1c1ccccc1 (stereo not given)	-4	-7
60	Cc1cc(C)c(NC(=O)CSc2nc(=O)n(CCN3CCOCC3)c3c2CCC3)c(C)c1	1	-4

Reprinted at random: 2 records from the list.
no.	Structure	H9c2 TAG inh	H9c2 TAG inh DAPI viability
41	CCc1ccc2oc(=O)cc(CN3CCCCC3C)c2c1 (stereo not given)	-9	0
47	N#CCSc1nnc(C2CCCCC2)n1Cc1ccccc1	-8	11

The main list resumes, repeating the 5 entries before the break.
no.	Structure	H9c2 TAG inh	H9c2 TAG inh DAPI viability
56	CCC1=[N+](CC(=O)c2ccc(C)cc2)CCn2cccc21	1	-2
57	O=C(CNC(=O)c1ccc(F)cc1)NCc1ccc(S(=O)(=O)N2CCOCC2)cc1	-11	5
58	COCc1cc(C)nc(SCC(=O)Nc2cccc3cccnc23)c1C#N	-15	41
59	CCOC(=O)CN1C(=O)C(O)=C(C(C)=O)C1c1ccccc1 (stereo not given)	-4	-7
60	Cc1cc(C)c(NC(=O)CSc2nc(=O)n(CCN3CCOCC3)c3c2CCC3)c(C)c1	1	-4
61	CCOc1ccc(NC(=O)Nc2ccccc2SC)cc1	13	-1
62	O=C1CCN(CCCN2CCC(=O)N(Cc3ccccc3)C2=S)C(=S)N1Cc1ccccc1	-10	3
63	O=C(Nc1nccs1)Oc1ccccc1	11	-16
64	CC(C)Sc1nnc(NC(=O)CCc2ccccc2)s1	0	-5
65	CCOc1ccc(CNn2cnnc2)cc1	-4	1
66	COc1ccc(CCNC(=O)CC2Nc3cc(C)c(C)cc3NC2=O)cc1OC (stereo not given)	27	4
67	CC(=O)C1=C(C)Nc2ncnn2C1c1cccc(OCc2ccccc2)c1 (stereo not given)	-29	2
68	Cc1cc(C(=O)OCC(=O)NC2CC2)ccc1[N+](=O)[O-]	-11	5
69	COc1cc(OC)c(C=NNC(=S)NC23CC4CC(CC(C4)C2)C3)c(OC)c1	8	10
70	Cc1csc(NC(C)c2nc3cc(Cl)c(Cl)cc3n2CCCO)n1 (stereo not given)	-8	5
71	CCNC(=S)NNC(=O)c1ccncc1	-5	-8
72	Cc1cccc(-n2c(C)c(-c3ccccc3)[nH]c2=S)c1	-11	3
73	Fc1ccccc1Cc1noc(CN2CCN(C/C=C/c3ccccc3)CC2)n1	-12	9
74	CN(Cc1ccc(OC(F)F)cc1)C(=O)C1CCN(S(=O)(=O)c2ccc3c(c2)OCCO3)CC1	2	-2
75	C[C@H](NC(=O)c1ncn2c1C(=O)NC[C@@H]2C)c1ccccc1	-3	1
76	COC(=O)c1ccccc1NC(=O)COC(=O)C1CCCCC1	-2	7
77	CCn1c(C)nc2cc(C(=O)N/N=C(\C)c3ccccc3O)ccc21	11	-1
78	COc1cc(Cl)ccc1OCc1cc(C(=O)NC(C)Cc2cnccn2)no1 (stereo not given)	11	6
79	CC1(C)Cc2c(ccc3ccccc23)/C(=C/C(=O)N2CCCCC2)N1	-3	0
80	CCOc1cc(CNC2CCCC2)ccc1OCc1ccccc1Cl	38	-13
81	COc1cc(OC)c(-c2oc3ccccc3c(=O)c2O)c(OC)c1	-1	14
82	Cn1c(=O)c2cc(NC(=O)NCc3ccccc3)ccc2n1Cc1ccc(Cl)cc1	-5	25
83	CCOC(=O)C(CC)Sc1ccc2nnc(-c3cccnc3)n2n1 (stereo not given)	2	0
84	Cc1noc(NS(=O)(=O)c2ccc(NC(=O)CSc3n[nH]c(-c4ccccc4)n3)cc2)c1C	9	-4
85	O=C(CSCCNS(=O)(=O)c1ccccc1)Nc1ccccc1	-4	-7
86	COc1ccc(C(C)=O)cc1COC(=O)CCC(=O)N(CC(C)C)c1c(N)n(CC(C)C)c(=O)[nH]c1=O	5	-3
87	COc1cc(C2Nc3ccc4ncccc4c3C3=C2C(=O)CCC3)cc(OC)c1OC (stereo not given)	4	3
88	S=C(c1ccccc1)N(c1ccccc1)c1ccccc1	13	5
89	COc1cccc2nc3c(C(=O)NCCN(C)C)cccc3cc12	116	-82
90	CCOC(=O)C1CCCN(CC(=O)Nc2c(C(=O)OC)[nH]c3ccccc23)C1 (stereo not given)	-6	3
91	CCOCCCn1c(C)nc2c[n+](CC(=O)c3ccc4ccccc4c3)cc(Br)c21	10	-14
92	CCCCNC(=O)c1nnn(-c2ccccc2)c1N	-17	3
93	O=S1(=O)CC(N2CCOCC2)c2ccccc21 (stereo not given)	-9	5
94	O=[N+]([O-])c1ccc(Cl)c(C2Nc3cccc4cccc(c34)N2)c1	31	-8
95	O=C(CCN1C(=O)/C(=C\c2ccccc2Cl)SC1=S)N1CCN(c2ccccc2)CC1	-1	6
96	Cc1ccc(S(=O)(=O)N2CCOCC2)cc1C(=O)NCc1ccc2c(c1)OCO2	-2	12
97	NNc1ncnc2c1cnn2-c1ccccc1	20	-4
98	COc1ccc(S(=O)(=O)N2CN(CCc3ccc(OC)c(OC)c3)c3nc4ccccc4nc32)cc1	-3	4
99	CCOc1ccc(NC(=O)CSc2nncc(=O)n2N)cc1	-15	4
100	CC(=O)Nc1ccc(C(=O)OCC(=O)N(c2ccccc2)C2CCCCC2)cc1	-2	-4
101	CCOc1ccc(-c2nnc3ccc(SCC(=O)N4CCCCC4)nn23)cc1	3	-1
102	CCNc1nc2cccnc2s1	-4	3
103	COc1ccccc1S(=O)(=O)CC(O)COc1ccc(C#N)cc1 (stereo not given)	-28	12
104	O=C(CSc1ccc(-c2cccnc2)nn1)Nc1ccc(F)cc1	-11	0
105	O=C(OC1CCOC1=O)c1ccc2ncsc2c1 (stereo not given)	16	-15
106	COc1ccc(N2CC(C)(C)[C@H](CC(=O)Nc3ccccc3)C2=O)cc1	-9	1
107	COC(=O)c1ccc(CSc2ncnc3c2nnn3-c2ccc(OC)cc2)o1	2	-2
108	COc1ccc(NC(=O)COC(=O)C2CCC2)cc1Cl	-5	12
109	Cc1cccc(N(CC(=O)NC2CCCCC2)C(=O)CCCC(=O)Nc2ccccn2)c1	-1	0
110	CCc1ccc(CCC(=O)Nc2ccc(OC)cc2)o1	7	-13
111	Cc1ccc(-c2cc(C(=O)NN)n[nH]2)o1	-6	5
112	O=C(OCc1cc([N+](=O)[O-])cc2c1OCOC2)c1ccc2ccccc2n1	-1	10
113	CCN(CCNC(=O)C1CCCN(S(=O)(=O)CC)C1)c1ccccc1 (stereo not given)	17	-8
114	CN(CCO)c1ccc(C(C(=O)c2ccccc2)c2ccc(N(C)CCO)cc2)cc1	-4	-2
115	CCOC(=O)c1c(NC(C)=O)sc2c(OCC(O)CN(CC)CC)c(Br)ccc12 (stereo not given)	69*	-6.9*
116	OC[C@@H]1CN(Cc2ccc(Cl)cc2)C[C@H](n2cnc3c(N4CCN(c5ccccc5)CC4)ncnc32)O1	14	-5
117	O=[N+]([O-])c1ccccc1N/N=C/c1cccc(O)c1O	34	-15
118	Cc1cc(NC(=O)CSc2nnc(-c3ccoc3C)n2N)no1	2	-8
119	O=C(CSc1nc2ccccc2c(=O)n1CCCN1CCOCC1)Nc1ccc(F)c(Cl)c1	13	6
120	Fc1ccccc1N1CCN(c2nc(-c3cccs3)nc3ccccc23)CC1	-12	25
121	CC1(OC(=O)C2CCCC2)C(=O)C=C2C=C(c3ccsc3)N(CC3CC3)C=C2C1=O (stereo not given)	7	0
122	Cc1ccccc1-n1sc2cc(F)ccc2c1=O	25	0
123	CCOCC(=O)Nc1cc(C(=O)NCCc2ccccc2)ccc1Cl	-8	4

Screens (PubChem BioAssay)
